Bioassay records from PubChem.
BioA inh: M. tuberculosis BioA enzyme inhibitors, primary screen, biochemical, plate reader, single point, HTS; 7,8-diaminopelargonic acid synthase BioA (Mycobacterium tuberculosis); purified M. tuberculosis BioA enzyme; inhibition, % at 9.99 µM; hit rate 0.096% among 360,000; in the data active = inhibition above about 40%
Starred values were filed as active, the others as inactive.

SMILES	BioA inh
C[C@@H]1CN([C@@H](C)CO)C(=O)c2cc(NC(=O)Cc3ccccc3)ccc2O[C@@H](C)CCCCO[C@@H]1CN(C)C(=O)Cc1ccccc1	2.2
Cn1cnc(S(=O)(=O)N2CCCCN3[C@H](C2)[C@@H](c2ccc(-c4ccccc4F)cc2)[C@@H]3CO)c1	-0.3
COc1ccc(-c2cnc3c(c2)C(=O)N([C@H](C)CO)C[C@H](C)[C@@H](CN(C)S(C)(=O)=O)O3)cc1	5.4
CN1CCN(C(=O)C[C@@H]2CC[C@H]3[C@@H](COC[C@@H](O)CN3S(=O)(=O)c3cccc(Cl)c3)O2)CC1	-1.7
C[C@@H]1CN([C@@H](C)CO)C(=O)c2cc(NS(=O)(=O)c3cn(C)cn3)ccc2O[C@@H]1CN(C)CC1CCCCC1	-3.5
CCCNC(=O)[C@@H]1[C@@H](CO)[C@@H]2Cn3c(ccc(-c4ccccc4)c3=O)[C@@H]2N1CC	0.5
O=C(NCc1ccccc1)[C@H]1[C@H](CO)[C@H]2Cn3c(cccc3=O)[C@H]2N1Cc1ccccc1F	-2.2
C[C@@H]1CN([C@@H](C)CO)C(=O)c2cc(NC(=O)Cc3ccccc3)ccc2O[C@@H](C)CCCCO[C@@H]1CN(C)CC1CCCCC1	0.0
COc1cccc(S(=O)(=O)N[C@H]2CC[C@@H](CC(=O)NCc3ccccc3)O[C@H]2CO)c1	2.4
CS(=O)(=O)N1[C@H](C#N)[C@H](c2ccc(C#CC3CCCCC3)cc2)[C@@H]1CO	1.0
C[C@@H]1CN([C@H](C)CO)C(=O)c2cccc(NC(=O)C3CCOCC3)c2O[C@H]1CN(C)S(=O)(=O)c1cccs1	-1.1
C[C@H](CO)N1C[C@H](C)[C@@H](CN(C)Cc2ccc(C(F)(F)F)cc2)OCCCC[C@H](C)Oc2ccc(NC(=O)C3CCCCC3)cc2C1=O	0.5
C[C@@H]1CN([C@@H](C)CO)C(=O)c2cccc(NC(=O)c3ccncc3)c2O[C@@H]1CN(C)S(=O)(=O)c1cccs1	-1.1
COc1ccc(S(=O)(=O)Nc2ccc3c(c2)C(=O)N([C@H](C)CO)C[C@@H](C)[C@H](CN(C)CC2CCCCC2)OCCCC[C@@H](C)O3)cc1	2.6
N#C[C@H]1[C@@H](c2ccc(-c3ccc(F)cc3)cc2)[C@H](CO)N1C(=O)Cc1ccccc1	-1.0
C[C@H]1CN([C@@H](C)CO)C(=O)c2cc(C#CCN(C)C)cnc2O[C@@H]1CN(C)C(=O)Nc1cccc(F)c1	-3.6
C[C@@H]1CN([C@H](C)CO)C(=O)Cc2cc(NS(=O)(=O)c3ccc(Cl)cc3)ccc2O[C@H]1CN(C)CC1CCCCC1	0.1
C/C=C/c1ccc([C@@H]2[C@@H](CO)N(C(=O)COC)[C@@H]2CNC(=O)CC)cc1	2.7
O=C(C[C@@H]1CC[C@H]2[C@@H](COC[C@H](O)CN2CC2CCCCC2)O1)NCc1ccc(F)cc1	0.1
CN(C[C@H]1N[C@H](CO)[C@H]1c1ccc(-c2cccc(F)c2)cc1)S(C)(=O)=O	-1.5
C[C@H](CO)N1C[C@H](C)[C@H](CN(C)S(C)(=O)=O)Oc2c(NS(C)(=O)=O)cccc2C1=O	-4.8
CCCN(C)C[C@H]1OCCCC[C@@H](C)Oc2ccc(NS(=O)(=O)c3ccc(F)cc3)cc2C(=O)N([C@@H](C)CO)C[C@H]1C	-0.3
CO[C@H]1CN(C)C(=O)c2cc(NC(=O)C3CC3)ccc2OC[C@@H](C)N(CC2CCOCC2)C[C@@H]1C	-0.6
C[C@@H]1CN([C@@H](C)CO)S(=O)(=O)c2ccc(-c3cccc(C(=O)N(C)C)c3)cc2O[C@H]1CN(C)C	0.4
O=C(Cc1ccccn1)N1CCCCN2[C@@H](CO)[C@H](c3ccc(-c4ccc(F)cc4)cc3)[C@@H]2C1	0.2

Look-ups from the results shown.
In BioA inh, O=C(C[C@@H]1CC[C@H]2[C@@H](COC[C@H](O)CN2CC2CCCCC2)O1)NCc1ccc(F)cc1 has 0.1
In BioA inh, C[C@@H]1CN([C@@H](C)CO)S(=O)(=O)c2ccc(-c3cccc(C(=O)N(C)C)c3)cc2O[C@H]1CN(C)C has 0.4
In BioA inh, C[C@H]1CN([C@@H](C)CO)C(=O)c2cc(C#CCN(C)C)cnc2O[C@@H]1CN(C)C(=O)Nc1cccc(F)c1 has -3.6

The list continues.
SMILES	BioA inh
CC(=O)N(C)C[C@@H]1Oc2ncc(C#C[C@@H](C)O)cc2C(=O)N([C@@H](C)CO)C[C@@H]1C	-2.3
C[C@H]1CN([C@@H](C)CO)C(=O)Cc2cc(NC(=O)Nc3ccc4c(c3)OCO4)ccc2O[C@H]1CN(C)C(=O)Nc1ccc(F)cc1	1.1
O=C(c1ccncc1)N1C[C@@H]2[C@H](c3ccccc31)[C@@H](CO)N2C(=O)Nc1ccc(F)cc1	1.6
C[C@H](CO)N1C[C@H](C)[C@@H](CN(C)C)Oc2cc(/C=C/c3ccccc3)ccc2S1(=O)=O	-1.8
CN1C(=O)c2cc(NC(=O)C3CCOCC3)ccc2OC[C@@H]2O[C@H](CC(=O)NCC3CCCCC3)CC[C@@H]21	-0.5
CC(=O)N(C)C[C@@H]1Oc2cc(C#Cc3ccccc3F)ccc2S(=O)(=O)N([C@@H](C)CO)C[C@H]1C	1.1
CCCC(=O)Nc1ccc2c(c1)C(=O)N(C)C[C@@H](OC)[C@H](C)CN(Cc1ccc(-c3ccccn3)cc1)[C@H](C)CO2	0.0
COC(=O)C[C@@H]1CC[C@@H]2NC[C@@H](O)COC[C@H]2O1	-0.1
CS(=O)(=O)Nc1ccc2c(c1)[C@@H]1C[C@H](CC(=O)N3CCOCC3)O[C@@H](CO)[C@@H]1O2	-3.4
O=C(Cc1ccccc1)N1C[C@H]2[C@@H](c3ccccc31)[C@@H](CO)N2C(=O)C1CC1	-3.3
CCCC(=O)Nc1ccc2c(c1)C(=O)N(C)[C@@H]1CC[C@H](CC(=O)NCC3CC3)O[C@@H]1CO2	-1.5
O=C(C1CCC1)N1CCCCN2[C@H](C1)[C@H](c1ccc(C#CC3CCCC3)cc1)[C@@H]2CO	5.7
COc1ccc(S(=O)(=O)Nc2cccc3c2O[C@@H](CN(C)S(=O)(=O)c2ccc(Cl)cc2)[C@H](C)CN([C@H](C)CO)C3=O)cc1	-2.4
Cn1cnc(S(=O)(=O)N2CCCCN3[C@H](C2)[C@@H](c2ccc(-c4ccc(F)cc4)cc2)[C@@H]3CO)c1	3.5
Cc1ccc(-c2ccc3c(c2)O[C@@H](CN(C)S(C)(=O)=O)[C@@H](C)CN([C@@H](C)CO)S3(=O)=O)cc1	0.3
CN(C)CCCNC(=O)C[C@H]1CC[C@@H]2[C@H](COc3ccc(NC(=O)c4ccccc4F)cc3C(=O)N2C)O1	2.3
C[C@@H]1CN([C@H](C)CO)C(=O)c2cc(Br)cnc2O[C@@H]1CN(C)Cc1ccc2c(c1)OCO2	1.9
CC(C)NC(=O)Nc1ccc2c(c1)C(=O)N([C@H](C)CO)C[C@@H](C)[C@H](CN(C)Cc1ccc3c(c1)OCO3)O2	0.1
CCCN1[C@@H]2Cn3c(ccc(-c4ccc(F)cc4)c3=O)[C@H]1[C@@H](C(=O)NCCOC)[C@@H]2CO	-1.6
C[C@H]1CN([C@@H](C)CO)S(=O)(=O)c2ccc(C3=CCCC3)cc2O[C@@H]1CN(C)Cc1ccccc1	-2.5
C[C@@H]1CN([C@@H](C)CO)C(=O)c2cc(NC(=O)CCCN(C)C)ccc2O[C@@H](C)CCCCO[C@@H]1CN(C)S(C)(=O)=O	0.9
O=C(C[C@@H]1C=C[C@H](NC(=O)Nc2ccccc2)[C@H](CO)O1)NCc1ccccn1	-4.0
COC(=O)C[C@@H]1C[C@H]2c3cc(NC(=O)Nc4ccc(OC)cc4)ccc3O[C@H]2[C@@H](CO)O1	-1.2
C[C@@H]1CN([C@@H](C)CO)S(=O)(=O)c2ccc(C#CC(C)(C)O)cc2O[C@H]1CN(C)CC1CC1	2.1
CNC[C@H]1Oc2ccc(NC(=O)CCCN(C)C)cc2C(=O)N([C@H](C)CO)C[C@@H]1C	-1.7
SMILES	BioA inh
O=C(N[C@H]1CC[C@H](CCNS(=O)(=O)c2ccccc2)O[C@@H]1CO)c1cccc(F)c1	-1.7
C[C@H](CO)N1C[C@H](C)[C@@H](CN(C)C(=O)Cc2ccccc2)Oc2cc(-c3cncnc3)ccc2S1(=O)=O	4.9
Cc1noc(C)c1NC(=O)Nc1ccc2c(c1)C(=O)N([C@H](C)CO)C[C@H](C)[C@@H](CN(C)C(=O)CCCN(C)C)OCCCC[C@@H](C)O2	-0.9
COCC(=O)N1[C@H](C#N)[C@H](c2ccc(C3=CCCC3)cc2)[C@H]1CO	1.5
Cc1ccc(S(=O)(=O)Nc2ccc3c(c2)C(=O)N([C@H](C)CO)C[C@H](C)[C@@H](CN(C)Cc2ccc(C(F)(F)F)cc2)OCCCC[C@H](C)O3)cc1	0.6
C[C@@H]1CCCCO[C@H](CN(C)C(=O)Cc2ccccc2)[C@@H](C)CN([C@H](C)CO)C(=O)c2cc(NC(=O)NC3CCCCC3)ccc2O1	-0.7
C[C@H](CO)N1C[C@H](C)[C@@H](CN(C)Cc2ccc(C(=O)Nc3ccccc3N)cc2)Oc2ccc(NS(C)(=O)=O)cc2CC1=O	-1.9
Cn1cnc(S(=O)(=O)N2CCCCN3[C@@H](CO)[C@H](c4ccc(-c5ccccc5)cc4)[C@@H]3C2)c1	1.1
C[C@H]1CCCCO[C@@H](CN(C)C)[C@@H](C)CN([C@@H](C)CO)C(=O)c2cc(NS(=O)(=O)c3cccs3)ccc2O1	-0.2
CN1[C@@H]2c3ccc(-c4ccncc4)c(=O)n3C[C@H]1[C@H](CO)[C@H]2C(=O)N1CCC(Cc2ccccc2)CC1	-0.5
O=C(C[C@@H]1C[C@@H]2c3cc(NS(=O)(=O)c4ccc(F)cc4)ccc3O[C@@H]2[C@@H](CO)O1)N1CCOCC1	-1.0
C[C@@H]1CCCCO[C@@H](CN(C)S(=O)(=O)c2cccs2)[C@H](C)CN([C@@H](C)CO)C(=O)c2cc(N(C)C)ccc2O1	-3.4
C[C@H]1CN([C@@H](C)CO)C(=O)Cc2cc(NC(=O)Nc3ccc(C(F)(F)F)cc3)ccc2O[C@H]1CN(C)C(=O)Nc1ccccc1	1.1
C[C@@H]1CN([C@@H](C)CO)S(=O)(=O)c2ccc(Br)cc2O[C@@H]1CN(C)C(=O)CC1CC1	3.2
COc1ccc(NC(=O)N(C)C[C@@H]2Oc3ccc(NC(=O)c4ccncc4)cc3C(=O)N([C@@H](C)CO)C[C@@H]2C)cc1	-0.8
OC[C@H]1[C@H](c2ccc(-c3ccccc3)cc2)[C@H]2CN(Cc3ccccn3)CCCCN21	-2.0
Cc1noc(C)c1S(=O)(=O)Nc1ccc2c(c1)C(=O)N([C@H](C)CO)C[C@@H](C)[C@@H](CN(C)C(=O)CCC(F)(F)F)OCCCC[C@H](C)O2	-2.2
CC(C)NC(=O)N(C)C[C@@H]1Oc2ncc(C#CC(C)(C)O)cc2C(=O)N([C@H](C)CO)C[C@@H]1C	-0.1

Reprinted at random: 5 records from the list.
SMILES	BioA inh
Cn1cnc(S(=O)(=O)N2CCCCN3[C@H](C2)[C@@H](c2ccc(-c4ccc(F)cc4)cc2)[C@@H]3CO)c1	3.5
O=C(Cc1ccccc1)N1C[C@H]2[C@@H](c3ccccc31)[C@@H](CO)N2C(=O)C1CC1	-3.3
CC(=O)N(C)C[C@@H]1Oc2cc(C#Cc3ccccc3F)ccc2S(=O)(=O)N([C@@H](C)CO)C[C@H]1C	1.1
C[C@@H]1CN([C@@H](C)CO)C(=O)c2cc(NS(=O)(=O)c3cn(C)cn3)ccc2O[C@@H]1CN(C)CC1CCCCC1	-3.5
CCCN(C)C[C@H]1OCCCC[C@@H](C)Oc2ccc(NS(=O)(=O)c3ccc(F)cc3)cc2C(=O)N([C@@H](C)CO)C[C@H]1C	-0.3

An excerpt; count on the stated rates, not on these rows.
